IDE cell activ – IDE (human) activation, cell-based; P14735; HEK cells, FAbeta-B cleavage, fluorescence polarization; 0% vehicle, 100% cell-free pure enzyme wells; activation, % at 5.96 µM; 0.073% of 340,000 active; AID 493087;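 active = activation above the mean of all tested compounds plus 3 SD, set per screening campaign, cut at about 17% in these data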
Target sequence (P14735 whole entry, looked up): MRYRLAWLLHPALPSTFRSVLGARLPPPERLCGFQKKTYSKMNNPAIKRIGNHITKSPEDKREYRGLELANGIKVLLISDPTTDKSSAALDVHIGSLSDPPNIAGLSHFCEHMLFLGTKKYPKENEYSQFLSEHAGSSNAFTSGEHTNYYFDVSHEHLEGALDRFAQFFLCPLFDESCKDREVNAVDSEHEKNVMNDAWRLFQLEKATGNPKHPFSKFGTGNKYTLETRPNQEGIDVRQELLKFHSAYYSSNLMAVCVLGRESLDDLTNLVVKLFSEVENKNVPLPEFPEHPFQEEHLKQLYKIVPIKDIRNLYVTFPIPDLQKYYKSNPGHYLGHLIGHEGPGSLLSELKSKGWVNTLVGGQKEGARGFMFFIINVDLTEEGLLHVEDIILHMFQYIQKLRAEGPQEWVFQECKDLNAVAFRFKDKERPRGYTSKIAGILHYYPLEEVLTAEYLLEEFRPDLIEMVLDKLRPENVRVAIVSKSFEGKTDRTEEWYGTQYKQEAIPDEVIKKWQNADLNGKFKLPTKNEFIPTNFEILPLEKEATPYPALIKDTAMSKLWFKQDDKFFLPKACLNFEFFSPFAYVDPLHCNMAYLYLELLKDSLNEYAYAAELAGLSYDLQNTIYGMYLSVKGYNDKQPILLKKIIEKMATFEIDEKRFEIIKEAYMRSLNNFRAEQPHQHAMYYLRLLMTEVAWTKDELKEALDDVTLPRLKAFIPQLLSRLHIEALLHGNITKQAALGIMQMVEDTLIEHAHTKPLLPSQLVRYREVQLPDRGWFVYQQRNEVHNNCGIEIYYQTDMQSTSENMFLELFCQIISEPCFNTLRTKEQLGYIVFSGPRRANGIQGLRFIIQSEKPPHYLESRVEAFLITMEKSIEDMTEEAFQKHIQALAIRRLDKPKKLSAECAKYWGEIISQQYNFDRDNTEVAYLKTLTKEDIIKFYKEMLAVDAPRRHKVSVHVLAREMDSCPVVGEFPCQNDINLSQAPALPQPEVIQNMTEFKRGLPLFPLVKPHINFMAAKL
pCIP destab – p/CIP protein destabilization; F442A p/CIP-EGFP cells, EGFP fluorescence, 16 h; AID 1984; 0.01% of 290,000 active; decrease of EGFP signal, % at 10 µM; Q05BA5;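 active = EGFP signal decrease of at least 30% at 10 µM or well 3 SD below plate mean, unless failing retest; inactive = the rest, including hits failing retest or dose response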; also: some compounds called inactive have numbers as strong as hits; many of its hits are not listed in these tables
MEKK2mut PB1 HTS – signal of MEK5 binding to mutant human MEKK2 PB1 domain; bead flow cytometry, Alexa488-MEK5 binding to MEKK2 mutant; percent response, % at 10 µM; 0.35% of 290,000 active; AID 1530; in the data active = percent response above about 24%, passing the limit was not always enough; also: inactives centre near 1; some results filed as inactive read as strong as hits; reference of the scale not given here
NALP1 inh – inhibitors of NALP1 inflammasome in yeast; S. cerevisiae NALP1/ASC/caspase-1 growth, X-gal OD620, 72 h; inhibition, % at 10 µM; 0.61% of 280,000 active; AID 2071; in the data active = inhibition mostly above about 24%, no sharp cut-off; inactive = mostly below about 32%; also: some compounds called inactive have numbers as strong as hits
IDE inh – inhibits human insulin-degrading enzyme in HEK cells. FAbetaB cleavage, fluorescence polarization. inhibition, % at 5.59 µM. 0.41% of 320,000 active;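 active = percent inhibition above the average of all tested compounds plus 3 SD, set per screening campaign, cut at about 16% in these data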;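 also: IDE supplied by intact live HEK cells; FP after avidin binding of uncleaved biotin substrate so inhibition keeps polarization high; 0% = DMSO wells and 100% = 60 µM reference IDE inhibitor Ii1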
MEKK2 WT-MEK5 – raises or lowers MEK5 binding to wildtype human MEKK2 PB1 domain. bead flow cytometry, Alexa488-MEK5 binding to MEKK2 WT; actives lie on both sides. binding response (% of control), % at 10 µM. 1.1% of 290,000 active; in the data active = binding response below about 67% or above about 130%
SUMO HTRF inh – inhibitors of human SUMOylation (UBC9) | HTRF SUMOylation assay, SAE1/SAE2 + UBC9, in vitro | inhibition, % at 35 µM | 0.36% of 290,000 active | AID 2006; in the data active = inhibition above about 50%, passing the limit was not always enough; also: strong numbers were not always called active
MEKK3 PB1 HTS – modulators (inhibitors or enhancers) of MEK5 binding to human MEKK3 PB1 domain; Q99759; bead-based flow cytometry, Alexa488-MEK5 binding to MEKK3; actives lie on both sides; 0 = blocked by unlabeled MEK5, 100 = vehicle; 1.4% of 290,000 active; binding response (% of control), % at 10 µM;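 active = binding response more than 3 SD above or below the average of its plate-row segment, actives on both sides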;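 also: Alexa488 bead fluorescence after subtracting the streptavidin-only scavenger bead signal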
PfM18AAP inh – blocks P. falciparum M18 aspartyl aminopeptidase; recombinant PfM18AAP, H-Glu-NHMec fluorogenic cleavage; inhibition, % at 7.35 µM; 1.2% of 290,000 active;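 active = inhibition above the campaign mean inhibition over all tested compounds plus 3 SD, cut at about 28% in these data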;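 also: 0% = plate median of test compound wells and 100% = 2 mM ZnCl2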
Numbers without * were called inactive; . = no result given. Only part of the results is shown; the hit share may differ from the screen's.

SMILES	IDE cell activ	pCIP destab	MEKK2mut PB1 HTS	NALP1 inh	IDE inh	MEKK2 WT-MEK5	SUMO HTRF inh	MEKK3 PB1 HTS	PfM18AAP inh
O=[N+]([O-])c1ccc2nc(Cl)nc(-c3ccccc3)c2c1	2	1	9	4	.	108	9	110	7
O=[N+]([O-])c1ccc(N2CCN(Cc3ccccc3)CC2)c(S(=O)(=O)N2CCOCC2)c1	10	-18	-2	-18	1	99	-13	95	2
Cc1ccc(S(=O)(=O)NCC2CCC(C(=O)N3CCN(C)CC3)CC2)cc1 (stereo not given)	10	6	2	13	3	106	3	102	1
O=C(COC(=O)CC(NC(=O)c1ccccc1Cl)c1ccccc1)Nc1cccc(F)c1 (stereo not given)	1	-1	15	16	3	107	-20	106	3
CC(C)(C)NC(=O)CSc1nnc(-c2c[nH]c3ccccc23)o1	-1	-9	5	9	6	104	10	103	-2
CC1CCCN(CCOc2ccc(Br)cc2)C1 (stereo not given)	0	3	0	42	-3	112	6	198*	0
N#CCCN(C(=O)COC(=O)c1ccc2c(=O)n3c(nc2c1)CCC3)c1ccccc1	0	8	-5	16	2	102	-14	102	0
CSc1ccc(/C=C(/NC(=O)c2ccccc2)C(=O)NCCN2CCOCC2)cc1	-1	-1	10	9	-6	106	9	103	4
Cc1ccc(C(=O)NCc2ccncc2)cc1S(=O)(=O)N1CCCCC1	4	3	-4	2	1	97	2	98	1
Cn1nc(C(F)(F)F)c(-c2ccccc2)c1NC(=O)c1cccnc1	4	-8	4	5	-2	99	23	98	-10
Cc1ccc(C)c(N2CCN(c3nnnn3-c3ccccc3)CC2)c1	7	-18	1	14	-2	98	-6	104	7
CCNC(=O)CSc1nnc(-c2cccs2)o1	2	-22	-3	3	1	89	12	89	-3
CC(C)C(=O)Nc1ccc(C(=O)NNC(=O)CCCOc2ccc(Cl)cc2Cl)cc1	3	-9	-5	15	0	91	23	85	-1
COc1ccc(-n2cc(CNCc3cccnc3)c(-c3cccc(F)c3)n2)cc1	0	9	16	-19	1	125	12	88	6
Cc1ccc(C(NC(=O)N2CCCC2)C(Cl)(Cl)Cl)cc1F (stereo not given)	0	-35	-1	-13	-5	99	2	100	4
Cc1cccc(C)c1OCc1cc(C(=O)N(Cc2nccn2C)C(C)C)no1	-3	-2	-3	14	-8	99	-3	96	-2
C=CCc1ccc(OC(=O)NC2CCCCC2)c(OC)c1	1	-2	8	13	0	100	10	102	0
O=C(CCC(=O)N1CCOc2ccccc21)NCCCN1CCN(Cc2ccccc2)CC1	2	-4	-1	-6	3	107	2	102	5
COc1ccc(-n2c(C)nnc2SCC(=O)NC2CC2)cc1	2	-10	1	24	1	99	-5	95	-2
COc1cc(/C=C/C(=O)O)cc(S(=O)(=O)NCC2CCCO2)c1OC (stereo not given)	-2	-18	17	-8	0	108	20	108	5
Nc1ccc(SC(F)(F)F)cc1	1	-15	-9	17	2	75	0	67	-2
O=C(O)c1ccc(S(=O)(=O)N2CCC(c3nc(-c4ccccc4Cl)no3)CC2)cc1	8	0	10	6	7	105	14	106	-9
CC(=O)Nc1nc2c(s1)C(=O)NCC(C)(C)C2	.	-12	5	2	2	100	12	103	-2
COc1ccc(S(=O)(=O)N2CCOCC2)cc1OC	-2	-2	-2	17	1	95	-1	101	7
CCNC(=O)CN(CCc1ccccc1)S(=O)(=O)c1ccc(OC)cc1	2	3	-2	-4	4	98	3	99	0
CCOc1cc(/C=C2\SC(=S)N(Nc3ccccc3)C2=O)ccc1O	-78	2	.	-12	53*	.	-31	.	15
Cc1cc(O)c(C(=O)Cc2csc(C)n2)c(O)c1	5	-1	0	11	4	113	-4	114	13
Cc1ccccc1NC(=O)COC(=O)CCSc1ccccc1	5	7	-14	-1	6	82	0	95	-7
CCCCCOc1ccc(C(=O)OC(C)C(=O)NCc2ccco2)cc1 (stereo not given)	5	-10	5	11	3	109	12	104	13
NC1=NC(=O)/C(=C/c2ccc(Br)cc2)S1	-1	0	1	6	-4	100	3	100	-4
COc1ccc(O)c(-c2cc(C(F)(F)C(F)F)nc(-c3ccccc3)n2)c1	6	0	6	-10	2	98	22	100	0
O=C(CC1C(=O)NCCN1C(=O)Nc1ccc(F)cc1F)Nc1ccc(F)cc1 (stereo not given)	2	4	-6	1	2	101	3	97	-1
Cc1nc2ccccc2c(=O)n1NC(=O)/C=C/c1ccccc1Cl	-2	-8	-2	13	-2	99	5	96	-3
CCn1c(SCC(=O)Nc2ccc(Br)cn2)nnc1C1CC1	0	5	7	2	2	116	6	107	-3
CN(Cc1ccon1)Cc1cn(Cc2ccccc2)nc1-c1ccc2c(c1)OCO2	2	-6	-8	10	2	89	1	89	-4
Cc1ccc(C)c(NC(=S)Nc2cccnc2)c1	3	12	-10	-25	13	89	7	102	0
O=C(O)CCC(=O)N1CCc2cc(S(=O)(=O)N3CC=C(c4ccccc4)CC3)ccc21	2	-17	0	12	7	107	22	99	-1
COC(=O)[C@H](CCSC)NC(=O)NCc1ccccn1	1	-11	4	-12	3	99	-1	98	1
O=C(CSc1ncccn1)N/N=C/c1ccc2c(c1)OCO2	2	8	0	13	-6	102	21	102	-9
CCC(Oc1ccccc1)C(=O)Nc1ccccc1N1CCCCC1 (stereo not given)	-1	-4	1	10	-2	99	-3	96	2
O=[N+]([O-])c1ccc(OCCN2CCCCCC2)cc1	-4	-9	19	42	4	119	0	94	0
N=c1n(CCN2CCCC2)c2ccccc2n1CC(O)c1ccc(Cl)c(Cl)c1 (stereo not given)	3	-7	4	3	4	152*	-6	104	2
C=CCn1c(SCC(C)=O)nc2scc(-c3ccco3)c2c1=O	-1	4	-6	6	3	95	22	96	-44
CC(=O)NC1CCN(CC(=O)Nc2cccc([N+](=O)[O-])c2)CC1	2	-10	2	9	2	105	12	102	-5
CCOC(=O)N1CCN(c2c(NCc3cccs3)c(=O)c2=O)CC1	6	-5	2	9	0	104	18	104	-3
Cc1n[nH]c(=O)nc1NCc1ccccc1Cl	4	-2	17	2	5	112	-7	107	2
Cc1ccc(NC(=O)N2CCCC2C(=O)NCc2ccc3c(c2)OCO3)cc1 (stereo not given)	1	31	-2	-3	0	101	-4	100	-2
COc1ccc(N2CCCn3c2nc2c3c(=O)n(Cc3ccc(F)cc3)c(=O)n2C)c(OC)c1	1	-25	.	6	.	.	-12	.	.
O=C(NC(=S)Nc1ccc2oc(-c3cccnc3)nc2c1)c1cccc(Cl)c1	5	-9	.	17	1	.	-10	.	4
COc1ccc(N(CC(=O)NCc2ccc(F)cc2)C(=O)Cn2nnc(-c3ccc(C)o3)n2)cc1OC	-1	-3	-3	-5	-6	95	-3	100	1
Cc1c(N(CC(=O)O)S(=O)(=O)c2ccccc2)c(=O)n(-c2ccccc2)n1C	3	-2	-2	3	4	95	4	98	-1
O=C(CNC(=O)CNC(=O)c1ccc(Cl)cc1Cl)NCc1cccc(Cl)c1	3	-10	3	5	-1	102	7	103	-11
COc1cc(C(=O)Nc2ccc3c(c2)OCCO3)ccc1OC(F)F	4	-2	5	15	0	106	-7	104	2
CCc1cc(=O)oc2cc(C)cc(OCC(=O)NCc3ccccn3)c12	0	-5	5	3	2	105	28	103	2
COc1ccc(Nc2nc(NN)nc(C)c2[N+](=O)[O-])cc1	9	-3	2	7	0	105	-11	103	52*
O=C(C1COc2ccccc2O1)N1CCN(Cc2ccc(Br)cc2F)CC1 (stereo not given)	3	2	7	12	0	105	-11	103	2
CCN(CC)C1=N/C(=C\c2ccc(OC)cc2)C(=O)N1c1ccccc1	1	-10	-1	32	-6	94	10	96	1
O=C(CC1C(=O)N(Cc2ccccc2)C(=S)N1CCN1CCOCC1)Nc1ccc(F)cc1 (stereo not given)	.	7	0	4	2	116	-16	125	-2
COC(=O)CN1C(=O)NC2(CCCc3ccccc32)C1=O (stereo not given)	-1	-11	5	23	-1	101	15	101	-14
O=C(NC1CCCC1)C(c1ccccn1)N(C(=O)c1csnn1)c1ccccc1Cl (stereo not given)	1	-13	-6	14	-4	94	1	96	1

(further entries)
SMILES	IDE cell activ	pCIP destab	MEKK2mut PB1 HTS	NALP1 inh	IDE inh	MEKK2 WT-MEK5	SUMO HTRF inh	MEKK3 PB1 HTS	PfM18AAP inh
CNC(=O)CCSSCCC(=O)NC	-7	-2	1	4	6	101	-13	108	-2
COc1ccc(CNC(=O)[C@H](CCSC)NC(=O)N2CCn3c2nc2ccccc23)cc1	3	-6	2	3	-1	102	-9	103	4
N#Cc1nc(-c2ccc(Cl)cc2)oc1NCCc1ccccn1	0	0	-14	31	-5	79	14	74	-6
COc1ccc(OC)c(/C=N/NC(=O)c2nnn(-c3nonc3N)c2-c2cccs2)c1	-1	-12	-1	15	3	94	18	103	-13
C=CCOc1c(CNc2ncn[nH]2)cccc1OC	3	-13	0	3	5	102	0	102	1
